BRCA1 expr up = BRCA1 expression activation; AID 624202; 1.1% of 380,000 active; Potency, µM (doses to about 46.1 µM), for the others: at the highest dose activation, usual class: activators; MCF7-BRCA1-FFLuc reporter, luminescence, 48 h; response scale: scaled: vehicle 0%, 10 µM genistein 100%; note: nearly all actives have a fitted effect of over 80% in size; some results filed as inactive show a strong effect at the top dose
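First, MCF7-BRCA1-FFLuc cells (2000/well) attach for 2 h; next, compounds are pin-added and incubated 48 h at 37 °C; finally, luciferase reagent is added and luminescence read after 15 min.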
Rab9 promoter act = activates the Rab9 promoter | Huh7 Rab9 promoter-luciferase reporter, luminescence, 24 h | Potency, µM (series often up to 9.22 µM), inactives show at the top dose activation, negative = inhibition, most hits filed as activators | 2.8% of 320,000 active; note: % of control where 0% means no effect; nearly all actives have a fitted effect of over 60% in size
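Promoter activation is measured as luciferase luminescence in Huh7 cells stably transfected with a Rab9 promoter–luciferase construct, following 24 h compound exposure at 37 °C and 10 min reagent incubation at ambient temperature.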
MBNL1-CUG inh = MBNL1-poly(CUG) RNA binding inhibition; TR-FRET MBNL1-His/biotin-(CUG)12 binding, 665/545 ratio; Potency, µM (top dose mostly 57.5 µM), inactives show top-dose activity change, negative = inhibition, actives largely listed as inhibitors; Q9NR56; AID 2675; 0.036% of 280,000 active; active = well fitted inhibition curve with a large enough effect in the signal ratio, with a control signal flat, not every such curve was filed as active; inconclusive = small, poorly fitted or top-dose-only effect, or effect the other way, or a change in a side signal; inactive = no such curve, though single readings can be large or run the other way; the % refers to the signal ratio; note: % is set by controls: 0 for no effect and ±100 for the full control effect
Target sequence (Q9NR56 whole entry, looked up): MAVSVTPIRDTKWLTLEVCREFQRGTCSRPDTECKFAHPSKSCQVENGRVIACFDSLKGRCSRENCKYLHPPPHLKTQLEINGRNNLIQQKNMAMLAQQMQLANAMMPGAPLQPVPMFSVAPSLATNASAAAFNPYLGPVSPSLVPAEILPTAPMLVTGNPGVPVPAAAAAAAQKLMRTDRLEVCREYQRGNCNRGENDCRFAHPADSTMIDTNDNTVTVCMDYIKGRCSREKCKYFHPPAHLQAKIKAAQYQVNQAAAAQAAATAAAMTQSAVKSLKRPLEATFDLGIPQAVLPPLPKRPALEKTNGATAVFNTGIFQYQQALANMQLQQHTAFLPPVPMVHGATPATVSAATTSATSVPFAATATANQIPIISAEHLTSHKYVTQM
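TR-FRET readout: Ex 340 nm, 665/545 nm emission ratio, normalized to buffer-only (basal) and MBNL1-(CUG)12 controls. Complex of MBNL1-His with Biotin-(CUG)12, compounds 92 nM–58 uM, incubated 60 min at room temperature.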
FLuc counter = inhibits or activates purified firefly luciferase, miR-21 counter-screen; purified FLuc, Km substrates, luminescence inhibition; Potency, µM (top dose mostly 57.5 µM), for the others: top-dose activity change, negative = inhibition, actives largely listed as inhibitors; 6.9% of 360,000 active; AID 588342;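 note: plate controls were vehicle for no effect and reference inhibitor for full effect; nearly all actives have a fitted effect of over 55% in size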
Target sequence (P08659 whole entry, looked up): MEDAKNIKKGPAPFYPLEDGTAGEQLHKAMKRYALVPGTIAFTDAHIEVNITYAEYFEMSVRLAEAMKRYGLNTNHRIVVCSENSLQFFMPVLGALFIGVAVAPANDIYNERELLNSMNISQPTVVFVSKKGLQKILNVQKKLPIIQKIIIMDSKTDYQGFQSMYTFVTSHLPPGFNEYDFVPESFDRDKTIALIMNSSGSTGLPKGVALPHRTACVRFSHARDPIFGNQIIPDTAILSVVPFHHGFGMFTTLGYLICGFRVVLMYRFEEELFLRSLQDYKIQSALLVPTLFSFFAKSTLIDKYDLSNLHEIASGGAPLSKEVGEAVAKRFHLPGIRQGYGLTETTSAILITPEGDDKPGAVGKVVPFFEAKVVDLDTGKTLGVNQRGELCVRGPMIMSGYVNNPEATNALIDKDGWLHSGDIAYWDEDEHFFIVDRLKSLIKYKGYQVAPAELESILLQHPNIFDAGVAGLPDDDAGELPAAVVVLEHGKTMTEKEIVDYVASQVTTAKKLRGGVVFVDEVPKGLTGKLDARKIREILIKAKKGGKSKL
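Purified P. pyralis luciferase (10nM final) with 10uM D-luciferin and 10uM ATP (Km levels) in 50mM Tris acetate pH 7.5, 10mM Mg acetate, 0.01% Tween-20, 0.05% BSA; qHTS 6-point titration, ~60 µM downward; luminescence read.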
Gal4-VP16 FLuc = Gal4-VP16 reporter inhibition counter-screen | Drosophila S2 Gal4-VP16 UAS-luciferase, luminescence, 20 h | Potency, µM (highest dose often 53.6 µM), for inactives: at the top dose activity, negative = inhibition, hits mostly inhibitors | 3.5% of 310,000 active | AID 2546;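 note: Gal4-VP16 expression switched on by copper sulfate through the metallothionein promoter; % is set by controls: 0 for no effect and ±100 for the full control effect; nearly all actives have a fitted effect of over 50% in size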
uPA generation = cell surface uPA generation inhibition; Potency, µM (top dose mostly 38.3 µM), for the others: top-dose activity change, negative = inhibition, usual class: inhibitors; 0.31% of 330,000 active; cell surface uPA generation assay, qHTS; AID 540303; active = well fitted inhibition curve with a large enough effect; inconclusive = small, poorly fitted or top-dose-only effect; inactive = no such curve, though single readings can be large or run the other way; tested in mouse RAW 264.7 cells; note: % is set by controls: 0 for no effect and ±100 for the full control effect; nearly all actives have a fitted effect of over 55% in size
p53 reactivator = mutant p53 re-activation in reporter cells | H1299 p53-A138V BP100-luciferase reporter, luminescence, 24 h | Potency, µM (doses to about 92.2 µM), for inactives: at the top dose activity change, positive = activation, hits mostly activators | 0.063% of 320,000 active | AID 504706; note: % of control where 0% means no effect; nearly all actives have a fitted effect of over 45% in size
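p53-null H1299 cells stably carrying temperature-sensitive p53-A138V and a BP100-luciferase reporter were pinned with compounds (4-point, 1:5 series) and held 24 hrs at 37 deg C. Luminescence was read 10 min after detection reagent.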
ELG1 genotox = induces genotoxicity in HEK293T cells with luciferase-tagged ELG1; HEK293T ELG1-luciferase reporter, luminescence, 16 h; Potency, µM (series often up to 46 µM), inactives show at the top dose activity change, positive = activation, usual class: activators; 1.3% of 330,000 active; note: % of control where 0% means no effect; nearly all actives have a fitted effect of over 60% in size
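Genotoxicity was scored as increased ELG1-luciferase reporter signal, measured by ONE-Glo luminescence (30 min, room temperature). Compound or vehicle exposure of the HEK293T reporter cells lasted 16 hr at 37°C.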
NPC1 promoter act = activators of NPC1 promoter. Huh7 NPC1 promoter luciferase reporter, 24 h. Potency, µM (highest dose often 9.22 µM), for the others: at the top dose activation, hits mostly activators. 2.4% of 320,000 active. AID 485313;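 note: % of control where 0% means no effect; nearly all actives have a fitted effect of over 60% in size; reporter is driven by a mutant NPC1 promoter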
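In 1536-well qHTS, Huh7 cells harboring an NPC1 promoter–luciferase construct received compound for 24 h; activation was quantified by luminescence following luciferase reagent addition.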
RORgamma inh = blocks mouse ROR gamma transcriptional activity | AID 2551 | Drosophila S2 Gal4-RORgamma UAS-luciferase reporter, 20 h | 5.4% of 310,000 active | P51450 | Potency, µM (doses to about 53.6 µM), for the others: top-dose activity change, negative = inhibition, most hits filed as inhibitors; note: % is set by controls: 0 for no effect and ±100 for the full control effect; nearly all actives have a fitted effect of over 60% in size
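Drosophila S2 cells stably expressing Gal4-DBD/mouse RORγ fusion under metallothionein promoter plus UAS-luciferase; compound 1 h, then 700 uM CuSO4 induction for 20 h at ambient temperature; inhibition read as reduced luminescence.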
The depositor's hits bear a star; ? = inconclusive; nt = not tested or not shown; [ ] = dose if it differs, or a comment. Unless noted, calls come from the whole dose curve; as a rule, active = well fitted curve in the direction sought with a large enough effect; inconclusive = small, poorly fitted or top-dose-only effect, or another doubt; inactive = no such curve, though single readings can be large; an effect the other way counts as inactive or inconclusive. Potency is the fitted concentration of half-maximal effect.

Value order: NPC1 promoter act	FLuc counter	BRCA1 expr up	ELG1 genotox	RORgamma inh	MBNL1-CUG inh	Gal4-VP16 FLuc	p53 reactivator	Rab9 promoter act	uPA generation
COC(=O)c1ccc(-c2ccc(F)cc2)nc1C
→ 3.5µM*	3.4µM*	?	?	-2%	0%[11.5 µM]	-23%	?	3.5µM*	6%
CCC(Oc1ccccc1OC)C(=O)Nc1ccc2c(c1)OCO2 (stereo unspecified)
→ 0%	4%	-13%	1%	-7%	1%	-3%	3%	-2%	3%
C=C(C(=O)c1ccccc1)C(C(=C)C(=O)c1ccccc1)c1ccc(OC)cc1
→ -31%[inhibitor]	8%	-57%	-10%	26%	nt	-8%	9%	-40%[inhibitor]	?
Oc1cc2c(cc1CN1CCN(c3ncccn3)CC1)OCO2
→ 2%	1%	-3%	1%	-11%	-4%	-5%	7%	-1%	1%
CC1CCN(S(=O)(=O)c2cccc(C(=O)Nc3nncs3)c2)CC1
→ -4%	6%	-1%	-6%	-32%	-6%	0%	6%	-1%	1%
CCc1noc(C)c1C(=O)N1CCN(S(=O)(=O)c2ccc(Br)cc2)CC1
→ -1%	0%	-20%	?	nt	nt	nt	3%	-5%	10%
COc1ccc(CCNC(=O)C(C)SCc2ccccc2)cc1 (stereo unspecified)
→ -4%	-4%	-2%	-2%	20%	-4%	-10%	-8%	-3%	3%
Cc1cccc(CN2CCc3c(OCC(=O)N4CCCc5ccccc54)cccc3C2=O)c1
→ -1%	1%	-56%	-15%	?	-9%	-11%	1%	2%	-4%
COCCNC(=O)/C(C#N)=C/c1ccc(O)c([N+](=O)[O-])c1
→ -2%	-11%	4%	0%	2%	?	-20%	1%	1%	1%
CCOC(=O)c1cc(-c2ccccc2)n(CCC(=O)N2CCN(c3ccccn3)CC2)c1C
→ -1%	1%	-1%	-6%	26%	-7%	-4%	-8%	1%	3%
CCCc1cc(=O)[nH]c(SCC(=O)Nc2cccc3ccccc23)n1
→ -19%	1%	-9%	-4%	-4%	7%	4%	-1%	-1%	5%
O=C(O)CCNC(=O)c1cncc(Br)c1
→ 2%	6%	6%	0%	2%	-5%	7%	0%	-2%	?
COc1ccc(NC(=O)CSc2nc(C3CC3)nc3ccccc23)c(OC)c1
→ -2%	6%	-16%	-28%	-38%	16%	-16%	0%	-3%	-9%
COCC(=O)Nc1ccc(C)c(Cl)c1
→ -1%	-5%	-1%	1%	-4%	-4%	3%	-8%	1%	1%
Cc1ccc(C(=O)NCCC(=O)NCc2cc(=O)n(C)c(=O)n2C)cc1
→ -3%	1%	1%	0%[9.26 µM]	-9%	0%	-6%	7%	1%	-1%
Cc1ccc(S(=O)(=O)NC(=O)c2cc(C)n(-c3ccccc3)c2C)cc1
→ -3%	0%	-14%	3%	?	-1%	1%	6%	-2%	?
CC(C)[C@@H](CO)NC(=O)c1ccc2c3n(nc2c1)-c1ccccc1CO3
→ 0.5µM*	1.7µM*	?	?	?	?	?	10%	?	1.3µM*
CCCCNC(=O)O[C@@H]1C[C@@H]2CCN3C(=O)CCC[C@H]([C@H]1CC)[C@H]23
→ -8%	5%	3%	0%	7%	-7%	6%	nt	-4%	10%
COC(=O)COc1ccc2c(=O)c(Oc3ccccc3)c(C)oc2c1
→ 6%	-1%	-1%	1%	-7%	1%	-1%	-4%	5%	3%
COc1ccc(S(=O)(=O)Nc2cccc3c2O[C@H](CN(C)S(=O)(=O)c2ccccc2)[C@@H](C)CN([C@H](C)CO)C3=O)cc1
→ nt	nt	-15%	0%	nt	nt	nt	-5%	nt	-1%
CC(C)(C)C(CO)NC(=O)c1ccc[nH]1 (stereo unspecified)
→ -3%	-2%	7%	3%	nt	nt	nt	-10%	0%	-5%
Cc1cccc(-n2c(C)nc3c(cnn3-c3ccc(F)cc3)c2=O)c1
→ -1%	-16%	0%	-6%	-39%	-8%	7.1µM*	?	-1%	-3%
COc1ccccc1NC(=O)c1nnn(CC(=O)Nc2ccccc2)c1N
→ 0%	-23%	7%	3%	?	27%	-1%	0%	1%	4%
Cc1ccccc1-n1nnnc1SCC(N)=O
→ -5%	1%	-1%	-1%	-3%	1%	-1%	16%	-9%	-3%
Cc1c(NS(=O)(=O)c2cccc3nsnc23)c(=O)n(-c2ccccc2)n1C
→ -3%	2%	-11%	-2%	-6%	30%[activator]	5%	-1%	-1%	-3%
COc1ccc(CNc2cccc(F)c2)cc1Br
→ 8%	-9%	-9%	4%	?	11%	-1%	6%	0%	-4%
CCOCc1c(C(=O)N2CCN(CCOc3ccc(Cl)cc3)CC2)oc2ccccc12
→ -6%	0%	-52%	-6%	nt	nt	nt	-1%	-12%	-2%
Nc1c(C(=O)NCc2ccccc2)c2nc3ccccc3nc2n1CCCN1CCOCC1
→ -7%	-1%	-74%	-1%	-28%	-1%[11.5 µM]	-24%	-20%	-1%	-6%
Cc1cccn2cc(-c3ccc(Cl)cc3)nc12
→ ?	0.38µM*	50%	2.1µM*	5.6µM*	6%	?	9%	1.3µM*	?
CCc1ccccc1NC(=O)c1cc(=O)c2ccccc2o1
→ 7%	-6%	55%	-6%	43%	20%	-7%	0%	-1%	-4%
COc1cccc(C(=O)O[C@@H]2[C@H](Cc3ccccc3)NS(=O)(=O)[C@H]3C[C@@H]4C=C[C@]23O4)c1
→ 0%	-2%	-9%	1%	nt	nt	nt	-6%	-2%	3%
CCC(C)NC(=O)c1cc2c(=O)[nH]c3ccc(C)cc3c2s1 (stereo unspecified)
→ -2%	-1%	-15%	0%	18%	12%	-7%	-7%	2%	-1%
COc1ccc(C2=NOC(C(=O)Nc3cc(Br)ccc3O)C2)cc1OC (stereo unspecified)
→ -2%	0%	-43%	-3%	?	-15%	-8%	-4%	1%	?
Cc1cc(/C=N/n2cnnc2)c(C)n1-c1ccc(Cl)cc1
→ -2%	3%	-20%	-3%	23%	-11%	-14%	-2%	1%	2%
CCCc1cc(C(=O)Nc2ccn(Cc3ccc(C)cc3)n2)no1
→ 0%	?	4%	-2%	21%	-4%	-1%	-1%	-6%	?
CCCCn1c(N)c(N(CC)C(=O)c2ccc([N+](=O)[O-])c(C)c2)c(=O)[nH]c1=O
→ 1%	2%	1%	-3%	8%	9%	?	-3%	0%	11%
Cc1ccc(NC(=O)CN(C)C(=O)c2ccccn2)cc1
→ 0%	0%	2%	-1%	nt	nt	nt	9%	-1%	2%
CCOc1ccc(N(C(=O)c2snc(C(N)=O)c2N)C(C)C(=O)NC2CCCCC2)cc1 (stereo unspecified)
→ -5%	-4%	-26%	-8%	29%	10%	3%	-3%	-4%	6%
Cc1ccc(/C=C2/SC(=S)N(CCC(=O)N3CCN(c4ccccc4)CC3)C2=O)cc1
→ 0%	11%	nt	-1%	?	-8%	-16%	11%	-4%	nt
CN(C)CCNC(=O)NC1CCCCC1
→ -1%	1%	-19%	1%	6%	-8%	5%	-6%	1%	11%
CCOC(=O)N1CCN(c2c(NCc3cccs3)c(=O)c2=O)CC1
→ -18%	0%	-9%	3%	-22%	-3%	-5%	6%	-9%	?
CCO/C(C)=C1/SC(=S)NC1=O
→ 0%	1%	-2%	-4%	-17%	?	-9%	-1%	0%	0%
O=C(Nc1ccc(S(=O)(=O)Nc2nccs2)cc1)c1cnc(Cl)c(Cl)c1
→ -1%	-2%	-9%	-2%	8%	4%	1%	-2%	0%	4%
COc1ccc(CCNC(=O)CSC2=NS(=O)(=O)c3cc(Cl)ccc3N2)cc1OC
→ 0%	-17%	-9%	2%	nt	nt	nt	6%	-2%	2%
COc1ccc(CNC(=O)C/C(C)=N/NC(=O)c2ccc([N+](=O)[O-])cc2Cl)cc1
→ -3%	6%	4%	-12%	-18%	?	2%	16%	-1%	-4%
COc1ccc(CN2CCNC(=O)C2CC(=O)O)c(OC)c1 (stereo unspecified)
→ 1%	5%	3%	-8%	1%	-2%	3%	-8%	-1%	10%
COc1ccc(OC)c(/C=N/NC(=O)c2ccc[n+](CC(=O)c3ccccc3)c2)c1
→ 3%	-6%	-3%	-5%	nt	nt	nt	16%	11%	-6%
Cc1cc(C)nc(SCc2ccc(C(=O)N/N=C/c3ccco3)cc2)n1
→ -3%	-10%	19%	0%	?	?	-8%	-5%	-4%	nt
CCN(CC)c1nc(C(F)(F)F)nc2c1nnn2Cc1ccccc1
→ -3%	-1%	2%	-1%	38%	3%	5%	-8%	0%	?
O=C(c1sc2ccccc2c1Cl)N1CCN(c2ccccn2)CC1
→ -1%	2%	-24%	-12%	-2%	8%	3%	-19%	6%	1%
CCn1c(=O)c([N+](=O)[O-])c(NCC(O)c2ccccc2)c2ccccc21 (stereo unspecified)
→ -2%	-1%	-4%	-9%	1%	?	-1%	-3%	-4%	-1%
O=C1C2C(c3ccccc3)CC=CC2[C@H](c2ccc3ccccc3c2)N1Cc1ccccc1 (stereo partly specified)
→ 1%	2%	-9%	-9%	26%	9%	0%	6%	-9%	12%

Bioassay records: PubChem BioAssay, National Center for Advancing Translational Sciences (NCATS)
